Assay outcomes (PubChem)
EphA4 KYL inhibition: inhibitors of EphA4 binding to KYL peptide, primary screen, biochemical, colorimetric, mouse EphA4 (AID 689) | Ephrin type-A receptor 4 (Mus musculus) | EphA4-AP binding to KYL peptide, pNPP A405; higher % means a stronger effect | inhibition, % at 10 µM, or IC50 in µM where a hit was titrated | hit rate 0.1% among 62,000; in the data active = a potency from the dose series; inactive = the rest, 99 in 100 with inhibition below about 22%
An asterisk follows results filed as active.

`Cc1ccccc1CS(=O)(=O)CCC(=O)NCCN1CCN(c2cccc(Cl)c2)CC1` gave EphA4 KYL inhibition -12%.
Screening COc1ccc(C2/C(=C(\O)c3ccc(OC)c(Cl)c3)C(=O)C(=O)N2CCN(C)C)cc1 (stereo not given) returned EphA4 KYL inhibition 3%.
For COC(=O)c1sc2nc(-c3ccccc3)c3c(c2c1N)CCCC3 the results were EphA4 KYL inhibition -4%.
For CCn1c(COc2ccc(=O)n(-c3ccccc3)n2)nnc1SCc1ccc(C)cc1 the results were EphA4 KYL inhibition 13%.
Cc1nn(Cc2ccc([N+](=O)[O-])cc2)c(=O)n1-c1cccc(F)c1 was read as EphA4 KYL inhibition -7%.
O=C(c1cc2nc(-c3ccc([N+](=O)[O-])cc3)cc(C(F)(F)F)n2n1)N1CCCc2ccccc21 was read as EphA4 KYL inhibition -1%.
For Cc1ccc(NCc2nnc(SC(C)C(=O)N/N=C/c3ccc(C)o3)n2-c2ccccc2)cc1 (stereo not given) the results were EphA4 KYL inhibition -9%.
O=C(NCCc1c[nH]c2ccccc12)C(F)(F)F was read as EphA4 KYL inhibition -2%.
`Cc1cccc(CS(=O)(=O)c2nnc([C@H](Cc3ccccc3)NC(=O)OC(C)(C)C)o2)c1` gave EphA4 KYL inhibition 1%.
O=C1C2CCCCC2C(=O)N1c1nc2ccccc2s1 (stereo not given) was read as EphA4 KYL inhibition -3%.

5 successive entries already listed, quoted:
For COC(=O)c1sc2nc(-c3ccccc3)c3c(c2c1N)CCCC3 the results were EphA4 KYL inhibition -4%.
For CCn1c(COc2ccc(=O)n(-c3ccccc3)n2)nnc1SCc1ccc(C)cc1 the results were EphA4 KYL inhibition 13%.
Cc1nn(Cc2ccc([N+](=O)[O-])cc2)c(=O)n1-c1cccc(F)c1 was read as EphA4 KYL inhibition -7%.
O=C(c1cc2nc(-c3ccc([N+](=O)[O-])cc3)cc(C(F)(F)F)n2n1)N1CCCc2ccccc21 was read as EphA4 KYL inhibition -1%.
For Cc1ccc(NCc2nnc(SC(C)C(=O)N/N=C/c3ccc(C)o3)n2-c2ccccc2)cc1 (stereo not given) the results were EphA4 KYL inhibition -9%.

(continued)
`O=c1[nH]c(CSc2nc3ccccc3o2)nc2c1cnn2-c1ccccc1` gave EphA4 KYL inhibition -11%.
`CC[C@@H](C)[C@H](NC(=O)C1CCN(C(=O)[C@@H](NS(=O)(=O)c2ccc(C)cc2)C(C)C)CC1)C(=O)O` gave EphA4 KYL inhibition -6%.
C=CCOc1ccc(C2C(C#N)=C(N)N(Nc3ccccc3)C3=C2C(=O)CCC3)cc1OC (stereo not given) was read as EphA4 KYL inhibition 7%.
For Cn1c(=O)c2cc(S(=O)(=O)NCCC(=O)NC3CCCCCCC3)ccc2n(C)c1=O the results were EphA4 KYL inhibition -9%.
Screening CN1C(=O)c2ccc(N3CCCC3)cc2C1=O returned EphA4 KYL inhibition -9%.
O=C(Cn1c(=O)n(-c2ccccc2)c(=O)c2sccc21)N1CCCC1 was read as EphA4 KYL inhibition 3%.
O=C(Nc1ccccc1Cl)N1CCN(c2ccccn2)CC1 was read as EphA4 KYL inhibition -7%.
For Cc1c(O)ccc2c3c(c(=O)oc12)CCC3 the results were EphA4 KYL inhibition -1%.
`O=C(CSc1nnc(CNc2ccc(F)cc2)n1Cc1ccccc1)N1CCOCC1` gave EphA4 KYL inhibition -31%.
Screening CCOc1ccc(N2C(=O)c3ccc(C(=O)OCc4c(C)noc4C)cc3C2=O)cc1 returned EphA4 KYL inhibition 0%.
Screening CC(Sc1nc2ccccc2o1)C(=O)O (stereo not given) returned EphA4 KYL inhibition -5%.
O=C(NCCOC12CC3CC(CC(C3)C1)C2)c1cccc(Br)c1 was read as EphA4 KYL inhibition -7%.
Screening CCOC(=O)c1[nH]c(C)c(C)c1C returned EphA4 KYL inhibition -9%.
For O=C(NC(NC(=S)Nc1ccccc1C(=O)O)C(Cl)(Cl)Cl)c1cccc([N+](=O)[O-])c1 (stereo not given) the results were EphA4 KYL inhibition 0%.
CCCc1nc2c(nnn2Cc2ccccc2)c(=O)[nH]1 was read as EphA4 KYL inhibition -2%.
Screening Clc1ccccc1-c1nnc2sc(-c3ccncc3)nn12 returned EphA4 KYL inhibition 2%.
Cc1ccc(OCC(O)CN2C(C)(C)CC(O)CC2(C)C)c(C)c1 (stereo not given) was read as EphA4 KYL inhibition -11%.
For COc1ccc(OC)c(-c2cc(C(=O)Nc3cccc(Cl)c3)no2)c1 the results were EphA4 KYL inhibition -7%.
`CCn1c(O)c(C2=NCCCC2)c2ccccc21` gave EphA4 KYL inhibition -21%.
Screening Cc1cc(C)cc(N(CC(=O)N2CCn3c2nc2ccccc23)S(=O)(=O)c2c(C)noc2C)c1 returned EphA4 KYL inhibition -8%.
CC(C)n1c(=S)[nH]c2c1c(=O)[nH]c(=O)n2C was read as EphA4 KYL inhibition -14%.
Cc1ccn2c(NC(=O)c3ccco3)c(-c3ccccc3)nc2c1 was read as EphA4 KYL inhibition 1%.
COC(=O)CN1C(=O)/C(=C/c2ccc(OCc3ccccc3Cl)c(OC)c2)SC1=S was read as EphA4 KYL inhibition 28%.
Screening Clc1ccc(-c2csc(N3CCC(c4ccccc4)C3)n2)cc1 (stereo not given) returned EphA4 KYL inhibition 9%.
For Cc1cccc(CCN(C(=O)Cc2cccs2)C(C(=O)NC2CCCCC2)c2cccnc2)c1 (stereo not given) the results were EphA4 KYL inhibition -2%.
For O=C1N/C(=C/c2ccc(N3CCOCC3)cc2)C(=O)N1Cc1ccc(F)cc1 the results were EphA4 KYL inhibition 0%.
`FC(F)(F)c1nc(-c2cccnc2)ncc1-c1nnnn1-c1ccccc1` gave EphA4 KYL inhibition -7%.
c1coc(Cn2nnnc2CN2CCN(C3CCCCC3)CC2)c1 was read as EphA4 KYL inhibition -5%.
For CCCCN(CC)S(=O)(=O)c1ccc(C(=O)Nc2nnc(-c3ccccc3Cl)o2)cc1 the results were EphA4 KYL inhibition 0%.
For COc1cccc(C(=O)n2c(SC)nc3cc4c(cc32)OCCO4)c1 the results were EphA4 KYL inhibition -5%.
Screening CCCCOCCCNC(=O)N[C@H](C(=O)OC)C(C)C returned EphA4 KYL inhibition -10%.
`COc1ccc(OC)c(NC(=O)C2CCC(CNc3c(N4CCC(C)CC4)c(=O)c3=O)CC2)c1` (stereo not given) gave EphA4 KYL inhibition -1%.
COC(=O)c1c(C)[nH]c(C)c1-c1ccccc1 was read as EphA4 KYL inhibition -21%.
For CSC1=NCCN1C(=O)c1ccc(Br)o1 the results were EphA4 KYL inhibition 0%.
Screening COc1ccccc1CNC(=O)COC(=O)c1cnccn1 returned EphA4 KYL inhibition -3%.
`Cc1ccc2ccc(C(Nc3ccccn3)c3ccccc3)c(O)c2n1` (stereo not given) gave EphA4 KYL inhibition 18%.
Screening CCCCN(C(=O)c1cc(OC)c(OC)c(OC)c1)C1=CC2CCC(C1)N2C (stereo not given) returned EphA4 KYL inhibition -9%.
For O=S(=O)(c1cc(Cl)cc(Cl)c1O)c1cc(Cl)cc(Cl)c1O the results were EphA4 KYL inhibition -9%.
Screening N/C(=N\OC(=O)Oc1ccccc1)c1ccc(Cl)cc1 returned EphA4 KYL inhibition -17%.
CCCC(=O)Nc1nnc(COc2ccc(C)c(C)c2)s1 was read as EphA4 KYL inhibition 0%.
For N#CCSc1nnc(-c2ccc(S(=O)(=O)N3CCOCC3)cc2)n1CC1CCCO1 (stereo not given) the results were EphA4 KYL inhibition -21%.
COC(=O)[C@H](CCSC)NC(=O)NCc1ccc(S(N)(=O)=O)cc1 was read as EphA4 KYL inhibition 3%.
Screening CC(CCc1ccccc1)NC(=O)C1CCN(S(=O)(=O)N2CCCCC2)CC1 (stereo not given) returned EphA4 KYL inhibition -7%.
For CCCCCc1ccc(CC(=O)O)cc1 the results were EphA4 KYL inhibition -3%.
CC(C)C(C(=O)NCc1ccco1)N(C(=O)CNS(=O)(=O)c1ccccc1)C1CCCC1 (stereo not given) was read as EphA4 KYL inhibition -2%.
Screening Cn1c2c(c(=O)n(C)c1=O)C(c1ccc(O)cc1)Nc1ccccc1O2 (stereo not given) returned EphA4 KYL inhibition -9%.
For CCOC(=O)C1=C(C)NC(SCC(N)=O)=C(C#N)C1c1ccncc1 (stereo not given) the results were EphA4 KYL inhibition -2%.
COc1cc(CNn2nnnc2N)ccc1OCc1c(Cl)cccc1Cl was read as EphA4 KYL inhibition -11%.
For CCOc1ccc(NC2c3ccccc3C(=O)N2Cc2ccc3c(c2)OCO3)cc1 (stereo not given) the results were EphA4 KYL inhibition 3%.
O=C1N=c2ccccc2=C1c1sc(Nc2ccc(O)cc2)nc1O was read as EphA4 KYL inhibition -14%.
`O=C(O)CSc1nnc(-c2ccc(S(=O)(=O)N3CCCC3)cc2)n1Cc1ccco1` gave EphA4 KYL inhibition -8%.
O=C(c1ccco1)N(CCC(c1ccccc1)c1ccco1)Cc1ccco1 (stereo not given) was read as EphA4 KYL inhibition 26%.
Screening Cc1csc2nc(CNS(=O)(=O)N(C)C)cn12 returned EphA4 KYL inhibition -4%.
Screening O=C1NCC(COCc2ccco2)O1 (stereo not given) returned EphA4 KYL inhibition -11%.
`O=C(Nc1ccc2c(c1)nc1n2CCOC1)c1ccccc1` gave EphA4 KYL inhibition -28%.
`CCOc1cccc(OCCCCN2CCOCC2)c1` gave EphA4 KYL inhibition 7%.
`COc1ccc(CC(=O)NCc2ccccn2)cc1OC` gave EphA4 KYL inhibition -17%.
Screening Cc1cccc(OCC(=O)O/N=C(\N)c2ccc([N+](=O)[O-])cc2)c1 returned EphA4 KYL inhibition 4%.
For COc1cc(-c2ccc(NC(=O)c3ccc(C)cc3)c(OC)c2)ccc1NC(=O)c1ccc(C)cc1 the results were EphA4 KYL inhibition -2%.
Screening O=c1c2ccccc2nnn1CSc1ccc2c(c1)OCCO2 returned EphA4 KYL inhibition -7%.
`COc1ccc(Cl)cc1C(=O)Nc1ccc(Nc2ccccc2)cc1` gave EphA4 KYL inhibition -2%.
`O=C(NC(=S)Nc1ccc2oc(-c3ccc(Cl)cc3)nc2c1)c1ccccc1` gave EphA4 KYL inhibition -3%.
COc1cnn(-c2ccc(C)cc2)c(=O)c1SCc1ccccc1 was read as EphA4 KYL inhibition -14%.
Screening COc1ccc(OC2C(=O)N(Cc3ccc4c(c3)OCO4)C2c2sccc2C)cc1 (stereo not given) returned EphA4 KYL inhibition -12%.
COCCOC(=O)C1=C(C)NC2=C(C(=O)CC(C)(C)C2)C1c1ccc2c(c1)OCO2 (stereo not given) was read as EphA4 KYL inhibition 1%.
`Cc1ccc(-c2cc(C(=O)NCc3cnn(C)c3C)c3cc(Br)ccc3n2)cc1` gave EphA4 KYL inhibition -8%.
`CCOC(=O)CSc1nc2c(c(=O)n(C)c(=O)n2C)n1CCCc1ccccc1` gave EphA4 KYL inhibition -17%.
Screening COc1nc2c(C)cccc2cc1-c1noc(-c2ccncc2)n1 returned EphA4 KYL inhibition 8%.
Screening O=C(Nc1ccc(Cl)cc1)C1CCC(=O)N1Cc1ccccc1Cl (stereo not given) returned EphA4 KYL inhibition 3%.
O=C(NCc1cccs1)C1CCN(S(=O)(=O)c2cccc3nsnc23)CC1 was read as EphA4 KYL inhibition -8%.
For O=C(Nc1ccc(-n2cnnn2)cc1)C1CCCN1C(=O)NC1CCCCC1 (stereo not given) the results were EphA4 KYL inhibition -7%.
COCCN1CCc2c(C)nc3c(-c4ccc(OC)c(OC)c4)cnn3c21 was read as EphA4 KYL inhibition -5%.
For COc1cc(/C=c2\sc3nc4ccccc4n3c2=O)cc(Br)c1OCc1ccccc1F the results were EphA4 KYL inhibition -3%.
For O=C(N/N=C/c1ccc(O)cc1)c1cc2ccccc2cc1O the results were EphA4 KYL inhibition 1%.
Screening Cc1cc(NC(=O)/C=C/C(=O)O)ccc1NC(=O)c1cccs1 returned EphA4 KYL inhibition 7%.
For Cc1oc(-c2ccc(Cl)cc2)nc1CN1CCC(C(=O)NCc2ccco2)CC1 the results were EphA4 KYL inhibition -5%.
Screening COC(=O)[C@H](Cc1ccccc1)NC(=O)N1CCN(Cc2ccccc2)CC1 returned EphA4 KYL inhibition 0%.
Screening CCOC(=O)C(CCOc1cc(C)cc(C)c1C)C(=O)OCC returned EphA4 KYL inhibition 2%.
COc1ccc(CN2C(=O)c3cccnc3C2Nc2ccc(OC)c(Cl)c2)cc1 (stereo not given) was read as EphA4 KYL inhibition 0%.
`COc1cc(Br)c(CC(=O)O)cc1OC` gave EphA4 KYL inhibition 4%.
COCCNC(=O)C1c2ccccc2C(=O)N(CCOC)C1c1ccc(F)cc1 (stereo not given) was read as EphA4 KYL inhibition 5%.
For CC1(C)CC(=O)c2c(Cc3ccccc3)n[nH]c2C1 the results were EphA4 KYL inhibition -4%.
Cc1cc(NC(=O)c2cccc(F)c2)no1 was read as EphA4 KYL inhibition -14%.
For CCCOc1ccc(C(=S)N2CCN(c3cccc(Cl)c3)CC2)cc1 the results were EphA4 KYL inhibition -4%.
Screening CC(Oc1ccccc1)c1ccnn1S(=O)(=O)c1ccccc1 (stereo not given) returned EphA4 KYL inhibition -12%.
For CC(C)NC(=O)C1CC(=O)N(C(C)c2ccccc2)C1 (stereo not given) the results were EphA4 KYL inhibition -13%.
Screening Cc1nnc(SCC(=O)N2CCN(c3ccccc3)CC2)n1-c1ccccc1 returned EphA4 KYL inhibition -14%.
For COc1ccc(/C=C(\NC(=O)c2ccc([N+](=O)[O-])cc2)C(=O)NCCN2CCOCC2)cc1 the results were EphA4 KYL inhibition -4%.
`Oc1ccccc1-c1cc(C(F)(F)C(F)F)nc(-c2ccccc2)n1` gave EphA4 KYL inhibition -8%.

Six compounds drawn at random from those above, as already listed:
Screening CC(Oc1ccccc1)c1ccnn1S(=O)(=O)c1ccccc1 (stereo not given) returned EphA4 KYL inhibition -12%.
COCCNC(=O)C1c2ccccc2C(=O)N(CCOC)C1c1ccc(F)cc1 (stereo not given) was read as EphA4 KYL inhibition 5%.
For COc1ccc(/C=C(\NC(=O)c2ccc([N+](=O)[O-])cc2)C(=O)NCCN2CCOCC2)cc1 the results were EphA4 KYL inhibition -4%.
For CCCOc1ccc(C(=S)N2CCN(c3cccc(Cl)c3)CC2)cc1 the results were EphA4 KYL inhibition -4%.
Cc1cc(NC(=O)c2cccc(F)c2)no1 was read as EphA4 KYL inhibition -14%.
Screening Cc1nnc(SCC(=O)N2CCN(c3ccccc3)CC2)n1-c1ccccc1 returned EphA4 KYL inhibition -14%.

An excerpt, so the mix of outcomes need not match the whole.
